RT RNaseH block: inhibitors of HIV-1 reverse transcriptase RNase H. RT-RNase H RNA/DNA duplex cleavage, fluorescence. P04585. actives 1.9% (n = 65,000). inhibition, % at 10 µM; in the data active means inhibition above about 50%
RmlCD inh mix: mixture blocks RmlC and RmlD coupled enzyme activity. RmlC/RmlD coupled enzyme inhibition, 384-well mixture HTS. inhibition, % at 5.5 µM. actives 0.39% (n = 110,000); in the data active means inhibition above about 30%, passing the limit was not always enough; further: strong numbers were not always called active
Active calls of the source: *; · = not tested or not shown.

SMILES	RT RNaseH block	RmlCD inh mix
Oc1ccccc1-c1cc(-c2ccccc2)no1	·	-9
CCOC(=O)c1c(C)nc2c3ccccc3ccn12	-43	-6
COc1ccc(C2=CC(=O)OC3(CCCCC3)O2)cc1	-71	6
C=CCN1C2CCCC1CC(NC(=O)Nc1cccc(C(C)=O)c1)C2 (stereo unspecified)	3	-6
COc1ccc(C(CNC(=O)c2cccc(N(C)C)c2)N2CCCC2)cc1 (stereo unspecified)	15	-6
O=C1C2C3CCCC3=C3CCCC3C2C(=O)N1c1ccc(F)cc1 (stereo unspecified)	-10	-10
Nc1c(Cl)cc2c(c1Oc1ccccc1)C(=O)c1ccccc1C2=O	·	8
NC(=O)C1CCN(CC(=O)Nc2ccccn2)CC1	-5	8
O=C(Nc1nnc(-c2ccccc2)o1)c1nc2ccccc2s1	66*	29
O=C(NC(NCc1ccccn1)(C(F)(F)F)C(F)(F)F)c1ccco1	0	9
CCCCc1sc(-c2c(C#N)c(N)nc3c2CCCCC3)cc1[N+](=O)[O-]	·	0
Cc1c(CCC#N)c(N2CCCCC2)n2c(nc3ccccc32)c1C#N	2	·
COc1ccc2cc(S(=O)(=O)NCCCN3CCOCC3)ccc2c1	·	-3
O=C(O)CCC(=O)N1CCN(c2nc(-c3ccccc3Cl)c3cc(Br)ccc3n2)CC1	·	8
CCCc1c(O)nc(SCC(=O)NCCc2ccc(OC)c(OC)c2)[nH]c1=O	0	7
COc1ccc(NC(=O)C2CCCCN2N)cc1OCC(C)C (stereo unspecified)	·	-11
O=C(NCCN1CCN(C(=O)c2cccs2)CC1)C(=O)Nc1ccc(Br)cc1	·	0
CSC1=NP(=S)(SC)N(C)c2nc3n(c21)CCC3 (stereo unspecified)	-29	-40
CCOC(=O)c1c(-c2cccc(C)c2)csc1NC(=O)C1CC=CCC1C(=O)O (stereo unspecified)	·	7
Cc1cccc(CN2C(=O)[C@@H]3Cc4c([nH]c5ccccc45)C(C)(C)N3C2=O)c1	·	-10
COc1cc(C)nc(SCC(N)=O)n1	62*	8
CC(C)(C)NC(=O)CN(C(=O)c1ccc(CN2CCOCC2)o1)c1ccc2c(c1)OCCO2	-13	-9
COc1ccc(-n2nnnc2SCc2nc3ccccc3s2)cc1	·	-7
Cc1cccc(N2CCN(C(=O)n3ccnc3)CC2)c1C	-9	11
Cc1cc(N2CCOCC2)n2ncc(-c3ccccc3)c2n1	·	8
C=C(C)CSc1nc(N)c(C#N)c(-c2ccc(C)cc2)c1C#N	44	3
CCN(CC)CCCN1C(=O)C(O)=C(C(=O)c2ccc(C)o2)C1c1ccc(C)o1 (stereo unspecified)	-3	·
C=CCOc1c(CNc2ncn[nH]2)cccc1OC	·	7
O=C(N/N=C/c1ccc(O)cc1)c1ccc(NC(=O)c2ccccc2Br)cc1	·	-1
COc1ccc(-c2nc3ccccc3o2)cc1NC(=O)c1ccc(Br)o1	34	-23
CCOc1ccc(C(=O)NCC(=O)OC2CCOC2=O)cc1OCC (stereo unspecified)	·	8
O=C(CNCCO)NC12CC3CC(CC(C3)C1)C2	3	9
CCN=C1SC(CC(=O)Nc2ccc(N3CCOCC3)cc2)C(=O)N1CC (stereo unspecified)	-3	-10
CCOC(=O)c1ccc(-n2c(C)nc3ccccc3c2=O)cc1	4	·
COC(=O)c1nc(NC(=O)C(C)C)n[nH]1	42	-13
O=C(NCCSc1ccccc1)c1ccccc1	-5	11
COc1ccccc1OCC(=O)NC1CCCCCC1	-4	5
NC(=O)C1CCN(C(=O)CCSc2ccccc2)CC1	·	-4
CCN(CC)c1ccc(NC(=O)c2cccc(C)c2OC)c(C)c1	23	20
CCCc1cc(=O)[nH]c(SCC(=O)Nc2ccc(OC(F)F)cc2)n1	-23	-7
Cc1ccc2c(c1)c1c(n2CC(O)CNC(C)(C)C)CCCC1 (stereo unspecified)	·	-17
CCSc1cc(C)nc2c(-c3ccc(Cl)cc3)c(C)nn12	·	-14
COc1ccccc1N1CCN(C(=O)c2ccc(CN3CCc4ccccc4C3)cc2)CC1	·	-11
CCOc1ccccc1-n1c(O)c(C=Nc2ccc(N(CC)CC)cc2)c(=O)[nH]c1=O	5	·
Cc1c(CCO)c(=O)n(C)n1C(=O)c1ccc(F)cc1	·	2
CCCC(=O)Nc1sc2c(c1C#N)CCCC2	6	-4
O=c1c2cc(-c3ccccc3)sc2ncn1-n1cccc1	·	-9
CC(OC(=O)CCc1nc2ccccc2[nH]c1=O)C(=O)c1ccccc1 (stereo unspecified)	-59	11
O=C(Cn1c(=O)sc2ccccc21)N1CCOCC1	-5	2
COc1ccc(OC)c(NC(=O)CCN2CCN(c3ccccc3)CC2)c1	-6	-6
COc1ccc2c3c([nH]c2c1)C(C)NCC3 (stereo unspecified)	·	-13
CCOc1ccc(S(=O)(=O)n2cc(-c3ccccc3)c(N)n2)cc1	·	12
COc1ccc(Cn2c(CCC(=O)Nc3ccc(C)c(C)c3)nc3cccnc32)cc1	·	-10
CCCCCC1CC(CC(=O)NC(=S)Nc2ccc([N+](=O)[O-])cc2)C(=O)O1 (stereo unspecified)	·	6
CC(C)n1c(CNC(=O)c2ccccc2)nc2ccccc21	-2	5
Cc1snc(S(=O)(=O)/C(C#N)=N\Nc2ccccc2)c1C#N	·	12
CC(=O)CC(=O)Nc1ccccc1NC(C)=O	12	0
C[C@@H]1NC(=O)c2cc([N+](=O)[O-])cc(I)c2OCC[C@@H](C(N)=O)NC(=O)[C@H](CCC(=O)O)NC1=O	·	1
NS(=O)(=O)c1ccc(CCNc2cc(=O)n(Cc3ccc(F)cc3)c(=O)[nH]2)cc1	-3	6
CN(C)CCNC(=O)c1onc(CSc2ccc(F)cc2)c1C(=O)NCCN(C)C	·	5

23 structures from above, ordered by SMILES length, descending.
SMILES	RT RNaseH block	RmlCD inh mix
C[C@@H]1NC(=O)c2cc([N+](=O)[O-])cc(I)c2OCC[C@@H](C(N)=O)NC(=O)[C@H](CCC(=O)O)NC1=O	·	1
NS(=O)(=O)c1ccc(CCNc2cc(=O)n(Cc3ccc(F)cc3)c(=O)[nH]2)cc1	-3	6
CCOc1ccccc1-n1c(O)c(C=Nc2ccc(N(CC)CC)cc2)c(=O)[nH]c1=O	5	·
CCCCCC1CC(CC(=O)NC(=S)Nc2ccc([N+](=O)[O-])cc2)C(=O)O1 (stereo unspecified)	·	6
COc1ccccc1N1CCN(C(=O)c2ccc(CN3CCc4ccccc4C3)cc2)CC1	·	-11
CN(C)CCNC(=O)c1onc(CSc2ccc(F)cc2)c1C(=O)NCCN(C)C	·	5
CC(OC(=O)CCc1nc2ccccc2[nH]c1=O)C(=O)c1ccccc1 (stereo unspecified)	-59	11
CCOc1ccc(S(=O)(=O)n2cc(-c3ccccc3)c(N)n2)cc1	·	12
COc1ccc(OC)c(NC(=O)CCN2CCN(c3ccccc3)CC2)c1	-6	-6
Cc1snc(S(=O)(=O)/C(C#N)=N\Nc2ccccc2)c1C#N	·	12
Cc1ccc2c(c1)c1c(n2CC(O)CNC(C)(C)C)CCCC1 (stereo unspecified)	·	-17
CCOC(=O)c1ccc(-n2c(C)nc3ccccc3c2=O)cc1	4	·
CCSc1cc(C)nc2c(-c3ccc(Cl)cc3)c(C)nn12	·	-14
Cc1c(CCO)c(=O)n(C)n1C(=O)c1ccc(F)cc1	·	2
CC(C)n1c(CNC(=O)c2ccccc2)nc2ccccc21	-2	5
O=c1c2cc(-c3ccccc3)sc2ncn1-n1cccc1	·	-9
NC(=O)C1CCN(C(=O)CCSc2ccccc2)CC1	·	-4
O=C(CNCCO)NC12CC3CC(CC(C3)C1)C2	3	9
COC(=O)c1nc(NC(=O)C(C)C)n[nH]1	42	-13
COc1ccc2c3c([nH]c2c1)C(C)NCC3 (stereo unspecified)	·	-13
CC(=O)CC(=O)Nc1ccccc1NC(C)=O	12	0
COc1ccccc1OCC(=O)NC1CCCCCC1	-4	5
O=C(NCCSc1ccccc1)c1ccccc1	-5	11

(listing goes on)
SMILES	RT RNaseH block	RmlCD inh mix
Cc1nn2c3ccccc3nc2n(C)c1=O	-8	6
CC(C)N1CCC2(CC1)N=C(c1ccc3c(c1)OCO3)CC(c1cc(Cl)ccc1O)N2 (stereo unspecified)	6	-8
O=C(Cn1c(NCCCO)nc2ccccc21)c1cccc(Br)c1	4	8
COc1ccccc1C(c1nnnn1CCc1ccccc1)N1CCN(c2ccccc2)CC1 (stereo unspecified)	7	2
COc1cccc(C(=O)CSc2nnc(CNS(C)(=O)=O)n2-c2ccc(C)cc2)c1	-1	-15
O=C(CSCc1ccc(Cl)cc1)N/N=C/c1ccccc1	·	8
O=C(c1ccco1)N1CCN(C(=O)c2cnn3c2NC(c2cccs2)CC3C(F)(F)F)CC1 (stereo unspecified)	-4	6
CCOC(=O)N1CCC(NC(=O)CSc2cc(=O)n(CC)c3ccccc23)CC1	-4	-6
CCCCNC(=O)c1onc(CSc2cccc(C)c2)c1C(=O)O	·	-17
Cc1nnc(SCC(=O)Nc2ncc3c(n2)CC(c2ccccc2)CC3=O)s1 (stereo unspecified)	·	14
COc1cccc(C2/C(=C(/O)c3ccncc3)C(=O)C(=O)N2CCCN2CCOCC2)c1OC (stereo unspecified)	-9	·
O=C1c2ccccc2C(=O)N1SC1CCCCC1	80*	-6
O=C(NCCCNC(=O)c1ccco1)c1ccco1	-5	-9
CCN1CCN(Cc2nc3c(c(=O)n(C)c(=O)n3C)n2CCc2ccccc2)CC1	-7	3
Cc1ccnc(NS(=O)(=O)c2ccc(N=CC3=C(O)CC(C)(C)CC3=O)cc2)n1	-2	-2
O=C1CC(c2ccc(S(=O)(=O)NC3CC3)cc2)CN1 (stereo unspecified)	-11	-10
COc1ccc(-c2nnc(NC(=O)C(C)C)s2)c(OC)c1	-5	·
CC1=CCC2C(=O)N(Cc3ccccc3)C(=O)C2C1 (stereo unspecified)	·	13
O=[N+]([O-])c1nn(-c2ccc3c(c2)OCCO3)n(O)c1=NC1CCCC1	·	3
COc1ccc(NC(=O)c2ccccc2O)c(OC)c1	·	9
CN(C)C(=O)CSc1nnc([C@H](Cc2c[nH]c3ccccc23)NC(=O)OC(C)(C)C)o1	1	-8
Cn1c(-c2ccc(C(=O)c3ccccc3)s2)nc2ccccc21	-10	-55
COc1ccc(-c2nnc(SCC(=O)Nc3cc(C)on3)n2C)cc1OC	-8	-8
COc1ccc(C)cc1NC(=O)c1nnn(Cc2cc(C)ccc2C)c1N	-4	8
CCC1CCC(C(=O)NC(C(=O)Nc2ccc3c(c2)OCCO3)C(C)C)CC1 (stereo unspecified)	·	12
Nc1ccc2oc(-c3cc(Br)ccc3Cl)nc2c1	-19	-4
O=C(c1nc2ncccn2n1)N1CCN(c2ccccc2)CC1	2	·
Cc1[nH]c2ccccc2c1C(=O)CN1CCN(C/C=C/c2ccccc2)CC1	·	-13
CC(=O)Nc1ccc(Oc2ccc3nc(C)[nH]c3c2)cc1	0	-10
CC1CCCCC1NC(=O)Cn1nc(-c2ccccc2)ccc1=O (stereo unspecified)	-1	4
Cc1ccc(C)c(S(=O)(=O)N2C(=S)NC(=O)C2C(C)C)c1 (stereo unspecified)	·	5
Cn1c2ccc(CC(=O)O)cc2c2cc(CC(=O)O)ccc21	12	-1
Cc1ccccc1OCCN1C(=O)c2ccccc2C1=O	-100	4
COCCNC(=O)CCSc1nc(-c2ccc(OC)cc2)cc(C(F)(F)F)n1	·	0
CCOC(=O)c1cnc(-n2nc(C)cc2C)nc1Nc1ccc2c(c1)OCO2	-7	·
Fc1ccc(-c2cc(C(F)(F)F)nc(NCC3CCCO3)n2)cc1 (stereo unspecified)	-20	-10
CC(C)CCNC(=O)c1onc(CSc2ccc(F)c(F)c2)c1C(=O)NCCC(C)C	·	-6
CC(C)CCNC(=O)CN(C(=O)CCC(=O)Nc1ccccn1)c1ccc2c(c1)OCO2	14	-10
COc1cccc(NC(=O)OCCN2CCN(Cc3ccccc3)CCC2=O)c1	·	-13
Cc1ccc(NC(=O)Cn2nnc(C(=O)NCc3cccs3)c2N)cc1	-3	11

Quoted at random: five compounds from above.
SMILES	RT RNaseH block	RmlCD inh mix
COc1ccc2c3c([nH]c2c1)C(C)NCC3 (stereo unspecified)	·	-13
CC(=O)CC(=O)Nc1ccccc1NC(C)=O	12	0
NC(=O)C1CCN(CC(=O)Nc2ccccn2)CC1	-5	8
O=C(Cn1c(=O)sc2ccccc21)N1CCOCC1	-5	2
CCCCc1sc(-c2c(C#N)c(N)nc3c2CCCCC3)cc1[N+](=O)[O-]	·	0

(listing goes on)
SMILES	RT RNaseH block	RmlCD inh mix
CCc1ccc(CNCc2cccnc2)cc1	2	-10
O=C(COC(=O)Cc1ccc(S(=O)(=O)N2CCCCC2)s1)Nc1ccc2c(c1)OCO2	31	-4
O=C1Nc2ncccc2OC1CCO (stereo unspecified)	·	-8
CCOc1ccccc1N(C(=O)Cn1nnnc1-c1ccc(C)o1)C(CC)C(=O)NC(C)(C)C (stereo unspecified)	-6	4

High-throughput results deposited in PubChem by several laboratories.

Some of the compounds tested (hit frequency here may not be typical).
